# Screens from PubChem BioAssay.
# hgDAF-12 ag: hgDAF-12 agonism, primary luciferase screen. HEK293 GAL4-hgDAF12 UAS-luciferase reporter, agonist luminescence; normalized to butyrate control. activation, % at 6.8 µM. hit rate 1.8% among 370,000. AID 687014;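 active = activation above a cutoff set at the mean of all screened compounds plus 3 SD, cut at about 10% in these data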;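 note: 0% = DMSO wells and 100% = sodium butyrate wells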
# ssDAF12 agonist: activators of S. stercoralis DAF-12 nuclear receptor. HEK293 ssDAF-12/GRIP1 lit1-tk-luc reporter, luminescence; % of 3 µM dafachronic acid response. activation, % at 6.8 µM. hit rate 1% among 370,000. AID 652126;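 active = activation above the mean over all tested compounds plus 3 SD, cut at about 0.9% in these data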;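 note: 0% = DMSO-only wells and 100% = 3 µM delta7-dafachronic acid wells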
# hcDAF-12 act: activators of H. contortus DAF-12 nuclear receptor; activation, % at 6.8 µM; AID 652067; HEK293 hcDAF-12 lit1-tk-luc reporter, luminescence; 0% DMSO, 100% Δ7-dafachronic acid; hit rate 1.4% among 370,000;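 active = activation above the mean of all tested compounds plus 3 SD, cut at about 5.5% in these data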;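 note: 100% = response to 3 µM Δ7-dafachronic acid high control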
# DAX1 inh-1: inhibitors of human orphan nuclear receptor DAX1 (NR0B1). P51843. HEK293 Gal4-DAX1 luciferase reporter, luminescence. inhibition, % at 6.75 µM. hit rate 0.99% among 340,000. AID 504766;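 active = inhibition above the mean over all tested compounds plus 3 SD, cut at about 4.2% in these data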;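 note: 0% = DAX1-transfected cells with DMSO and 100% = empty-vector control cells with DMSO; inhibition shows as a rise in luminescence from relieved DAX1 repression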
# Target sequence (P51843 207-470 limits assumed): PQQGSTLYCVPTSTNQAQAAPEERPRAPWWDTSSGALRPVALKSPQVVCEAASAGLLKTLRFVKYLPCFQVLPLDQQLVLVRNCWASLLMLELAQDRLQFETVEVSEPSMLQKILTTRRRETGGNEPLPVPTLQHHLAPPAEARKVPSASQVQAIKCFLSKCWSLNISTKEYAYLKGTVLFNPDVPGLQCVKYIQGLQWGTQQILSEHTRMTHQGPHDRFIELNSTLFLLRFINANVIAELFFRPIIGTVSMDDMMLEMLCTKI
# HGIII-sPLA2 inh: Inhibits HGIII-sPLA2 liposome hydrolysis, primary screen. Q9NZ20. QFRET BODIPY PC-A2 liposome hydrolysis, fluorescence. inhibition, % at 12.2 µM. hit rate 0.56% among 370,000. AID 743126;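 active = inhibition above mean plus 3 SD of compounds lying within the high and low control bounds, cut at about 19% in these data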;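 note: 0% = median of test compound wells and 100% = no enzyme DMSO wells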
# Target sequence (Q9NZ20 whole entry, looked up): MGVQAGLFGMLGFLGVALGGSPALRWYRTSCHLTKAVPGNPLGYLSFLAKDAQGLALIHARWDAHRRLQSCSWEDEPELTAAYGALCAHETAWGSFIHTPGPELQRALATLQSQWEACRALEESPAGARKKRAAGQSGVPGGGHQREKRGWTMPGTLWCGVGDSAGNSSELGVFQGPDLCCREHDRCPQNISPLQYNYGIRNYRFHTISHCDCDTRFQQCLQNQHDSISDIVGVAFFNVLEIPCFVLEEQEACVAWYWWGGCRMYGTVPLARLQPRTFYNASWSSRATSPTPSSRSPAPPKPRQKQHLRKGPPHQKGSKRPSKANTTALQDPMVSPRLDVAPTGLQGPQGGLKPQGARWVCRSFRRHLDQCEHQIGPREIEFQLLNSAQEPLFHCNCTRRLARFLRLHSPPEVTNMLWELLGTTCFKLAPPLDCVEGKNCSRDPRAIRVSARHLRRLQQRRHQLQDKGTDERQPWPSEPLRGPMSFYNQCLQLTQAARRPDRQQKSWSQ
# SMARCA2 act: activators of SMARCA2 function. MG213 cells, MMTV-luciferase reporter, dexamethasone, overnight. AID 652017. hit rate 1% among 370,000. activation, % at 9.1 µM; in the data active = activation above about 7.8%;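 note: 0% = vehicle wells and 100% = reference activator wells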
# FXN GAA850 act: increases GAA850 frataxin promoter reporter activity. activation, % at 6 µM. HEK293 lucGAA850 FXN promoter luciferase reporter, 24 h; percent of 10 µM SAHA response. hit rate 0.56% among 360,000;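 active = activation above the average of all compounds screened plus 3 SD, cutoff fixed separately per campaign, cut at about 7.5% in these data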;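 note: 0% = DMSO wells and 100% = 10 µM SAHA wells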
# NPR1 activator: GC-A (human) enzyme activation; AID 1671463; activation, % at 10 µM; HEK293 GC-A cells, cGMP TR-FRET, EC30 ANP; 0% at EC30 ANP, 100% saturating ANP; hit rate 0.14% among 370,000; P16066; in the data active = activation above about 40%
# GC-B act: GC-B (human) receptor activation | P20594 | HEK293-GC-B cells, CNP EC30, cGMP TR-FRET; 0% at EC30 CNP, 100% saturating CNP | activation, % at 10 µM | hit rate 0.11% among 370,000;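 active = activation at 10 µM reaching about 35% in either raw or pattern-adjusted values, limit read from the data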
# DAX1 inh-2: inhibitors of DAX1 repression of SF-1 activated StAR promoter. HEK293T StAR-luciferase reporter, SF-1/DAX-1 repression relief. inhibition, % at 6.8 µM. hit rate 1.1% among 370,000. AID 652010;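 active = inhibition above the mean over all tested compounds plus 3 SD, cut at about 3.6% in these data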;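 note: 0% = DAX-1 cells with DMSO and 100% = cells lacking DAX-1 with DMSO; higher inhibition means more luminescence from relief of DAX-1 repression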
# KLK7 zymogen act: proKLK7 (human) activation, primary screen | P49862 | purified proKLK7, EDANS-DABCYL substrate fluorescence; 100% is mature enzyme control, 0% vehicle | activation, % at 7 µM | hit rate 0.9% among 370,000;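 active = activation above the mean of all tested compounds plus 3 SD, computed per campaign excluding outliers beyond control limits, cut at about 13% in these data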
# Target sequence (P49862 whole entry, looked up): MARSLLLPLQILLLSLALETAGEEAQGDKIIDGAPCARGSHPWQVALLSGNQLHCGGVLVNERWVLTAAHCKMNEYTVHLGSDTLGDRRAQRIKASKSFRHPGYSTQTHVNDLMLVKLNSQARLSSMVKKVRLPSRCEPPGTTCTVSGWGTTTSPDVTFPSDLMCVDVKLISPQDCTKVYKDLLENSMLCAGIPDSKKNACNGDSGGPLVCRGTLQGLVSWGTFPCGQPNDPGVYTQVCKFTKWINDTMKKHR
# Starred values were filed as active, the others as inactive; . = no result given.
SMILES,hgDAF-12 ag,ssDAF12 agonist,hcDAF-12 act,DAX1 inh-1,HGIII-sPLA2 inh,SMARCA2 act,FXN GAA850 act,NPR1 activator,GC-B act,DAX1 inh-2,KLK7 zymogen act
Nc1nnc(SCC(=O)Nc2cccc(S(N)(=O)=O)c2)s1,1.9,-1.2,-2.9,0.8,8,-1,-0.8,3,3,0.6,-0.2
Cc1nc2ccccn2c1C(=O)NN=C1CCCC1,-1.7,-0.7,-1.6,1.9,3,-2,-0.5,1,5,0.5,-0.3
COc1ccc(S(=O)(=O)N2CCCCC2)cc1NC(=O)c1ccc2ccccc2n1,5.4,-0.6,3.5,3.4,-4,0,1.6,6,9,0.3,0.4
COc1ccc(NC(=O)c2c(-c3c(Cl)cccc3Cl)noc2C)cn1,-2.5,-1.4,0.1,0.7,2,-2,-1.5,-2,-1,-2.0,0.3
COC(=O)c1sc2nc3c(cc2c1N)C(=O)CC(C)(C)C3,2.1,-0.4,1.2,0.0,-1,-2,0.3,11,7,0.5,-0.1
Cc1nn(-c2ccccc2)c2c1cc1c(=O)n(C)c(=O)nc-1n2-c1ccccc1F,-1.9,-0.2,0.6,.,1,0,-1.1,-2,-1,0.0,13*
CCOC(=O)c1c(N)nn(C(C)=O)c1-c1ccccc1,0.2,-1.0,0.7,1.8,4,2,-1.7,0,0,0.0,-0.2
COc1ccc(NC(=O)CN(C)C(=O)CCC(=O)c2ccc(C)cc2)cc1,2.3,-0.3,0.6,-0.8,-2,0,-0.6,0,-3,0.7,-0.3
CC1CN(C2=NC(=O)/C(=C/c3ccncc3)S2)CC(C)O1 (configuration not stated),0.7,-0.9,-1.0,1.6,2,1,1.4,3,-4,0.1,0.6
Cc1cc(=O)oc2c(CN(C)Cc3ccccc3)c(O)ccc12,-3.4,-0.8,-2.0,0.9,8,3,0.9,4,-2,0.0,75*
CCOC(=O)C1(c2ccccc2)CCCNC1=O (configuration not stated),-0.6,0.3,-1.2,2.6,8,0,3.0,-3,3,0.0,0.6
O=C(/C=C/[C@H]1O[C@@H](n2ccc(=O)[nH]c2=O)[C@H](O)[C@@H]1O)NC(c1ccccc1)c1ccccc1,1.8,-0.8,1.8,.,9,-5,.,4,0,0.1,-0.1
Cc1ccc2nc(N/N=C\c3ccc([N+](=O)[O-])o3)nc(-c3ccccc3)c2c1,-1.6,-1.5,-1.3,-0.7,5,2,1.1,-11,-14,-0.3,-0.4
COc1ccc(-n2nc([N+](=O)[O-])c(=NC3CCN(Cc4ccccc4)CC3)n2O)cc1,-3.4,-1.1,-0.6,-1.4,-12,1,1.8,-3,-6,-1.0,1.0
C[n+]1ccc(/C=C/c2ccccc2O)c2ccccc21,-1.5,-1.9,6.5*,0.4,16,-4,-0.9,-3,-14,-0.2,0.5
O=C(NCCO)/C(=C/c1ccc(Br)cc1)NC(=O)c1cccs1,2.0,-1.8,-1.0,1.8,-3,-2,0.8,-2,-3,0.1,-0.6
Nc1nc2cc(S(=O)(=O)NC3=NCCCCC3)ccc2s1,-3.1,-0.9,-2.1,3.2,-4,9.8*,2.9,-1,3,-1.3,-0.3
CN(C)/C=C(\C=N\OCc1ccc(Cl)cc1Cl)C(=O)Nc1ccc(Cl)c(Cl)c1,-0.8,-1.8,0.8,-1.5,-11,2,0.1,3,-1,0.3,0.1
O=C(Cn1cccc1C(=O)c1ccccc1)NCCN1CCCCCC1,-0.1,-0.8,-1.1,-1.2,3,-2,-0.5,-5,6,0.1,0.1
CC(=O)N1N=C(N)SC12CCCC2,-1.4,-1.3,-0.1,0.1,2,-1,2.2,3,2,-0.1,-0.3
COc1ccc(N2CCN(C(C)C(=O)N(C)Cc3ccccc3)CC2)cc1 (configuration not stated),0.3,-0.7,-1.7,-0.7,12,-2,1.7,0,3,-0.3,-0.5
O=S(=O)(c1ccccc1)N1CCN(c2ncnc3scc(-c4ccccc4)c23)CC1,-0.7,-1.6,-4.8,0.2,-3,-2,1.6,-4,-4,-1.1,-0.9
CCOC(=O)Cn1c(=O)oc2cc(S(=O)(=O)Nc3cc(Cl)ccc3OC)ccc21,0.2,-0.8,0.3,0.0,-8,-3,1.4,6,6,-0.2,0.1
CCN1CCN(CC#CCOc2ccccc2OC)CC1,3.6,-1.5,3.0,-1.4,2,2,1.6,-1,6,0.6,-0.1

# Rewritten bar-delimited: part of the list above.
structure | hgDAF-12 ag | ssDAF12 agonist | hcDAF-12 act | DAX1 inh-1 | HGIII-sPLA2 inh | SMARCA2 act | FXN GAA850 act | NPR1 activator | GC-B act | DAX1 inh-2 | KLK7 zymogen act
CCOC(=O)Cn1c(=O)oc2cc(S(=O)(=O)Nc3cc(Cl)ccc3OC)ccc21 | 0.2 | -0.8 | 0.3 | 0.0 | -8 | -3 | 1.4 | 6 | 6 | -0.2 | 0.1
COc1ccc(-n2nc([N+](=O)[O-])c(=NC3CCN(Cc4ccccc4)CC3)n2O)cc1 | -3.4 | -1.1 | -0.6 | -1.4 | -12 | 1 | 1.8 | -3 | -6 | -1.0 | 1.0
O=C(NCCO)/C(=C/c1ccc(Br)cc1)NC(=O)c1cccs1 | 2.0 | -1.8 | -1.0 | 1.8 | -3 | -2 | 0.8 | -2 | -3 | 0.1 | -0.6

# Next entries:
SMILES,hgDAF-12 ag,ssDAF12 agonist,hcDAF-12 act,DAX1 inh-1,HGIII-sPLA2 inh,SMARCA2 act,FXN GAA850 act,NPR1 activator,GC-B act,DAX1 inh-2,KLK7 zymogen act
O=C1CCCN1CCC1CCN(C2CC(=O)N(Cc3ccc(N4CCCC4=O)cc3)C2=O)CC1 (configuration not stated),-0.3,-1.3,-1.1,0.4,5,-2,2.7,-5,3,-0.1,0.1
Cc1ccc(CN=c2c([N+](=O)[O-])nn(-c3cccc(C)c3)n2O)cc1,6.7,-0.8,0.4,2.9,0,3,1.2,-2,1,-0.4,0.5
Cc1cc(SC(C)C(=O)NCC(=O)Nc2ccc(F)c(F)c2F)nc2ccccc12 (configuration not stated),-1.3,-0.2,-2.7,-0.1,-1,0,-1.9,-1,-1,0.3,-0.2
COc1ccccc1Cc1c(C(C)(C)C)nc2c3ccccc3ccn12,-0.6,-1.4,0.5,.,1,-1,.,-5,-8,-0.8,2.4
Brc1ccccc1Cn1cnc2ccccc21,-0.6,-1.6,-2.4,0.5,3,-4,1.4,-1,5,-1.1,0.3
CCOC(=O)CN1C(=O)SC(Nc2ccc(C)cc2)C1=O (configuration not stated),0.3,-0.7,-0.9,2.6,-7,4,-0.9,5,2,0.0,-0.1
CCOC(=O)C(=Cc1ccccc1OC)C(=O)OCC,-0.5,-1.1,-1.1,-1.5,0,2,-4.6,-6,5,-0.9,0.0
COc1ccccc1C(=O)NC1CCN(C(=O)Nc2ccc(F)cc2)CC1,-1.7,-1.3,-0.7,0.6,2,1,4.2,1,-6,0.3,0.2
COc1ccc(C2CN=NC23CCc2ccccc2C3=O)cc1 (configuration not stated),-1.9,-0.6,-0.5,-1.1,-6,0,0.3,0,-5,-0.6,1.0
Fc1cccc(Cc2c(C3CCCCC3)nc3ccc(Cl)cn23)c1,1.8,-0.8,-2.0,.,2,-2,.,-2,-1,-0.9,0.4
COc1ccc(OC)c(NC(=O)COC(=O)c2ccc(S(=O)(=O)N3CCOCC3)cc2)c1,0.7,-0.1,-1.1,-0.3,1,0,-0.8,7,-3,-0.4,-0.5
O=C(NCCOc1ccccc1)C1CCC(=O)N(CCN2CCOCC2)C1 (configuration not stated),0.6,-1.3,-0.5,0.4,2,3,-3.0,0,2,0.0,-0.5
CN(c1ccc(F)cc1)S(=O)(=O)c1ccc(Cl)c(C(=O)NCC(c2ccco2)N2CCCCC2)c1 (configuration not stated),0.6,-1.8,-3.6,-3.5,-7,-1,-7.3,-1,0,-3.4,0.0
Cc1c(C(=O)Nc2ccc(F)cc2)cn2c(nc3ccccc32)c1C#N,-3.6,-1.2,-1.6,0.5,0,-3,-0.4,5,-4,0.8,0.4
N#Cc1c2c(c[nH]c1=O)CCN2Cc1ccccc1,0.1,-1.3,-1.8,1.0,20*,0,0.6,1,4,-0.5,-0.4
COc1ccccc1NC(=O)CC(=O)c1cccc([N+](=O)[O-])c1,-1.6,-0.8,-0.2,0.2,-5,-3,1.5,4,-4,0.3,0.0
COc1ccc(-c2cn3c(C)c(C(=O)Nc4cc(NC(C)=O)ccc4OC)sc3n2)cc1,1.6,0.0,-0.2,-0.4,-5,-1,-5.1,3,-5,-1.1,-21
COC(=O)c1ccc2nc(-c3ccc(C)cc3)c(Cc3ccccc3)n2c1,5.4,-0.4,0.2,.,-14,2,.,27,39*,0.5,-3.1
Cn1c(Cn2c(=O)sc3ccccc32)nnc1SCC(=O)N1CCCc2ccccc21,-0.9,-0.8,-0.8,1.8,-7,-1,0.0,-3,0,-0.5,-0.5
CCCCC(=O)NCCc1cc2c(C)ccc(C)c2[nH]c1=O,-3.6,-1.4,-2.2,-0.5,13,-4,-1.5,-7,-1,-0.1,0.7
COc1cccc(C(=O)NN2C(=O)C3C4C=CC(O4)C3C2=O)c1 (configuration not stated),-0.6,-1.1,-0.9,-0.1,1,1,-1.6,8,4,0.6,0.0
CC(C)n1cc(CN2CCC(n3nccc3NC(=O)Cc3ccccc3)CC2)cn1,3.1,-1.2,1.1,0.2,10,-1,1.3,0,3,-0.8,0.5
COc1cccc(N2CN(C3CCCCC3)CNC2=S)c1,-1.8,-1.3,-0.1,1.5,1,-4,-0.8,-2,1,-0.1,0.3
COCCNC(=O)CN1C(=O)CC(C)(C)S(=O)(=O)c2ccccc21,2.3,-1.2,1.4,-0.9,7,6,13*,1,-3,0.7,-0.4
O=C(NCc1ccc2[nH]c3c(c2c1)CCCC3)c1ccc(S(=O)(=O)N2CCCCC2)cc1,-1.4,-0.9,-2.1,-0.9,-43,-1,-1.3,0,-1,-3.4,0.2
CSc1ccccc1OCc1cc(C(=O)N(C)C2CCCc3ccccc32)no1 (configuration not stated),-2.2,-0.8,-2.1,-0.3,-7,-2,0.7,0,4,-0.6,-0.4
COc1ccc(CCNC(=O)C(C)SCC(=O)Nc2ccc(F)cc2)cc1 (configuration not stated),-2.7,-1.2,-0.8,-0.2,1,-6,-2.6,-5,-2,-0.2,0.1
O=C(O)c1ccc2c(c1)C(=O)N(c1nccs1)C2=O,0.1,-1.3,-1.1,0.3,2,1,-1.1,0,6,0.5,0.6
CCOC(=O)c1cn(Cc2ccccc2)c(C(=O)OC(C)(C)C)c1O,-0.6,-1.0,0.5,0.1,19,-2,0.7,-1,5,0.0,0.5
Cc1c(C(=O)NCCC#N)sc(=O)n1Cc1ccc(F)cc1,0.5,-1.4,-1.7,.,3,-2,-2.2,1,-7,-1.7,-0.2
CCN1CCSc2ccc(C(=O)Nc3ccc(NC(C)=O)cc3)cc21,-1.2,-1.8,-2.4,-1.5,6,-3,1.7,0,4,0.4,1.4
COc1cccc(C(=O)COC(=O)C(C)N2C(=O)C3C4C=CC(C4)C3C2=O)c1 (configuration not stated),-1.2,-1.0,-1.1,0.2,1,-1,0.7,5,0,0.1,0.5
CCOc1ccc(NC(=O)CN(C)C(=O)c2c(C)nn(Cc3ccccc3Cl)c2C)cc1OCC,1.3,-1.6,-0.3,0.0,-7,1,0.3,0,2,-0.6,-0.2
